# Screens: PubChem, The Scripps Research Institute Molecular Screening Center
# PAD4 inh: human PAD4 inhibitors, primary screen, biochemical, fluorescence polarization, 1536-well format; Protein-arginine deiminase type-4 (Homo sapiens), Q9UM07; recombinant PAD4, RCA probe fluorescence polarization; inhibition, % at 6.36 µM; 330,000 compounds, 0.41% hits;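 active = percent inhibition above a cutoff equal to the mean of all tested compounds plus 3 SD, cut at about 15% in these data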;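 also: 0% = PAD4 with RCA probe and DMSO and 100% = probe without PAD4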
# PAFAH2 FP inh: PAFAH2 enzyme inhibitors, primary screen, biochemical, fluorescence polarization, human | 340,000 compounds, 0.99% hits | recombinant PAFAH2, FP-rhodamine activity probe | inhibition, % at 3.39 µM | AID 492956, 2010 | Platelet-activating factor acetylhydrolase 2, cytoplasmic (Homo sapiens), Q99487;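 active = inhibition above the mean over all tested compounds plus 3 SD, cut at about 30% in these data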;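 also: inhibitors block probe labeling of enzyme so polarization drops; 0% = enzyme with DMSO and 100% = wells lacking PAFAH2 protein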
# PAFAH1B2 FP inh: PAFAH1B2 enzyme inhibitors, primary screen, biochemical, fluorescence polarization, human. recombinant PAFAH1B2, FP-rhodamine activity probe. AID 492953, 2010. 340,000 compounds, 1.2% hits. inhibition, % at 3.39 µM;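 active = inhibition above the mean of all tested compounds plus 3 SD, cut at about 24% in these data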;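 also: 0% = enzyme with DMSO and 100% = wells lacking PAFAH1B2; many of its hits are not listed in these tables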
# LYPLA2 counter: LYPLA2 inhibitors, primary screen, counter-screen for PME1 inhibitor project, biochemical, fluorescence polarization, FP-Rh probe ABPP; Acyl-protein thioesterase 2 (Homo sapiens), O95372; recombinant LYPLA2; inhibition, % at 5.9 µM; 320,000 compounds, 0.38% hits;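 active = inhibition above the screen-wide mean plus 3 SD, limit set per campaign, cut at about 26% in these data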;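 also: 0% = LYPLA2 with DMSO and 100% = wells lacking LYPLA2 enzyme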
# Target sequence (O95372 whole entry, looked up): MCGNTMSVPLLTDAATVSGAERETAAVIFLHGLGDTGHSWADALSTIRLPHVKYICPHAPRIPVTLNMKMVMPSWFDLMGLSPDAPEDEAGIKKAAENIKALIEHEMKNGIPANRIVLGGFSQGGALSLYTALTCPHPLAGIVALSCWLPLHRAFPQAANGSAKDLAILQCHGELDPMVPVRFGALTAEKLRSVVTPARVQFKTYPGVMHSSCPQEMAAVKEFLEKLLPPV
# GSTO1 counter: inhibitors of recombinant GSTO1, primary screen, counter-screen for RBBP9 inhibitor project, biochemical, fluorescence polarization; Glutathione S-transferase omega-1 (Homo sapiens), P78417; activity-based probe fluorescence polarization; inhibition, % at 5.96 µM; 300,000 compounds, 1.1% hits;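 active = inhibition above the campaign mean inhibition plus 3 SD, cut at about 35% in these data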;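 also: 0% = GSTO1-1 with DMSO and 100% = wells lacking GSTO1-1 enzyme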
# Target sequence (P78417 whole entry, looked up): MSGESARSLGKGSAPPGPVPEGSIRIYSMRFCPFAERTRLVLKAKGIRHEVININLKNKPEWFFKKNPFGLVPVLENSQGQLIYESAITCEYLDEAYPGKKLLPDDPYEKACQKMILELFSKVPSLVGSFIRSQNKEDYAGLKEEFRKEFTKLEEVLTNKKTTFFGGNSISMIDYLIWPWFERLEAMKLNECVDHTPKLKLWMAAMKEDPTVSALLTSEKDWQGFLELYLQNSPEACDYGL
# PREPL inh: PREPL enzyme inhibitors, primary screen, biochemical, fluorescence polarization. Prolyl endopeptidase-like (Homo sapiens), Q4J6C6. recombinant PREPL, fluorescence polarization activity-based probe. inhibition, % at 5.96 µM. 320,000 compounds, 0.68% hits. AID 2751, 2010; in the data active = inhibition above about 43%;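 also: 0% = enzyme with DMSO and 100% = wells lacking enzyme; many of its hits are not listed in these tables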
# LYPLA1 inh: LYPLA1 inhibitors, primary screen, counter-screen for PME1 inhibitor project, biochemical, fluorescence polarization, FP-Rh probe ABPP | recombinant LYPLA1 | 320,000 compounds, 0.16% hits | Acyl-protein thioesterase 1 (Homo sapiens), O75608 | inhibition, % at 5.9 µM;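 active = inhibition above the mean of all tested compounds plus 3 SD, set per campaign, cut at about 14% in these data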;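 also: inhibitors block serine hydrolase probe labeling of LYPLA1 so polarization falls; 0% = enzyme with DMSO and 100% = wells lacking LYPLA1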
# pPAFAH FP inh: pPAFAH enzyme inhibitors, primary screen, biochemical, fluorescence polarization, human; Platelet-activating factor acetylhydrolase (Homo sapiens), Q13093; recombinant pPAFAH, FP-rhodamine probe fluorescence polarization; inhibition, % at 3.39 µM; 330,000 compounds, 1.5% hits;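 active = inhibition above the mean inhibition across the screen plus 3 SD, cut at about 25% in these data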;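 also: inhibitors block binding of the rhodamine activity-based probe so polarization drops; 0% = enzyme with DMSO and 100% = wells lacking pPAFAH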
# Target sequence (Q13093 whole entry, looked up): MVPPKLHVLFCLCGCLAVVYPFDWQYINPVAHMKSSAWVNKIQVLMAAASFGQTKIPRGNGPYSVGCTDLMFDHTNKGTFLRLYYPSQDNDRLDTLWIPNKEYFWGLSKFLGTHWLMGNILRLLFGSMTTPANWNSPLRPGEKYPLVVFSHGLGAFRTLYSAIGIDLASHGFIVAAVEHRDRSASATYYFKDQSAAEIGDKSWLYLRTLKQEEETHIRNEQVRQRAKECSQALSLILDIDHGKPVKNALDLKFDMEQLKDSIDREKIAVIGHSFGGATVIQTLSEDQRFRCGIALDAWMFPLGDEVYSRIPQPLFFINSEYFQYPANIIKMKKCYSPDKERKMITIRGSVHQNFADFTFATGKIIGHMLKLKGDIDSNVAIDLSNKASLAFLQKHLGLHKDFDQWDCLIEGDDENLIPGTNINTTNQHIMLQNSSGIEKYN
# PAFAH1B3 FP inh: PAFAH1B3 enzyme inhibitors, primary screen, biochemical, fluorescence polarization, human; Platelet-activating factor acetylhydrolase IB subunit alpha1 (Homo sapiens), Q15102; recombinant PAFAH1B3, FP-rhodamine probe; inhibition, % at 3.39 µM; 340,000 compounds, 0.28% hits; AID 492972, 2010;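 active = inhibition above the screen-wide average of all tested compounds plus 3 SD, cut at about 25% in these data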;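 also: 0% = enzyme with DMSO only and 100% = wells lacking PAFAH1B3 protein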
# Starred values were filed as active, the others as inactive; . = no result given. The list is partial; count on the stated rates, not on these rows.
SMILES,PAD4 inh,PAFAH2 FP inh,PAFAH1B2 FP inh,LYPLA2 counter,GSTO1 counter,PREPL inh,LYPLA1 inh,pPAFAH FP inh,PAFAH1B3 FP inh
CCOC(=O)c1nn(-c2ccc(F)cc2)c(=O)c(C#N)c1C,-3,2,5,3,-3,4,1,1,3
O=C(NCc1ccccc1)c1n[nH]nc1-c1ccccc1O,-5,4,3,-3,14,3,0,-1,-5
CN(c1ccc(S(=O)(=O)N2CCOCC2)cn1)C1CCCCC1,-5,11,-1,-2,-11,-4,1,5,1
O=[N+]([O-])c1ccccc1OCCOCCOc1cccc2cccnc12,-1,3,1,-3,3,-7,-3,-1,2
COc1cc(C#Cc2ccc3cc(CCO)oc(=O)c3c2)cc(OC)c1,-4,-3,2,.,.,-13,.,5,4
CC1=CC(C)(C)N(C(=O)CN2C(=O)c3ccccc3C2=O)c2ccc(C)cc21,1,5,0,5,2,-6,-1,7,3
CN(C)c1cccc2c1c(NC(=O)c1ccc(Cl)cc1)nn2C,-4,13,6,1,8,2,-2,5,7
COc1ccc(C(=O)NCc2ccc(N3CCN(C(=O)OC(C)(C)C)CC3)cc2)cc1,0,-4,2,2,-7,18,-6,5,-4
Cc1c(N2C(=O)/C(=C/C3CC=CCC3)SC2=S)c(=O)n(-c2ccccc2)n1C (stereo unspecified),-7,.,.,-5,10,5,-2,1,.
COc1ccc2c(C)c(C)c(=O)oc2c1OC,-1,7,1,0,10,4,-5,3,-2
CC(=O)Nc1ccc(NC(=O)COC(=O)C2CCC(C(C)(C)C)CC2)cc1 (stereo unspecified),-1,2,8,.,.,4,.,3,4
O=C(CCCOc1ccc(Cl)cc1Cl)NCCCO,0,4,1,1,-8,1,1,4,15
CCCCc1nnc(NC(=O)CN2C(=O)c3ccccc3C2=O)s1,-4,5,3,-9,16,-5,-7,-3,13
CO/N=C(\N)c1ccc([N+](=O)[O-])cc1,-9,-3,-3,3,-5,-7,-1,-1,8
CCN(CC)C(=O)C12CC3CC(CC(Cl)(C3)C1)C2,0,-3,7,7,3,4,7,2,1
CC(=O)c1cccc(NC(=O)CN2CCc3cc4c(cc3C2C)OCCCO4)c1 (stereo unspecified),1,5,0,3,1,7,-2,-2,8
COc1ccccc1C(O)(C(=O)NNc1cccc(C)c1)c1ccccc1OC,-2,-4,4,-2,1,-2,-1,-5,10
COc1ccc(-n2nnnc2CNC(=O)C2CC(=O)N(c3ccc(Cl)cc3)C2)cc1 (stereo unspecified),-2,3,1,0,-4,3,0,6,3
CCc1nnc(NC(=O)CN2C(=O)c3ccccc3S2(=O)=O)s1,3,5,2,5,-7,2,-1,7,9
O=C(c1cc(COc2ccccc2)on1)N1CCCC(CN2CCOCC2)C1 (stereo unspecified),2,8,1,0,-1,10,5,5,8
CCc1cccc(CC)c1NC(=O)CSc1nc2ccc(N3C(=O)C4C(C3=O)[C@H]3C=C[C@@H]4C3)cc2s1 (stereo partly specified),-3,10,1,-1,-5,-8,-2,5,3
CC(=O)c1c(C)[nH]c(C(=O)N2CCCC(C)C2)c1C (stereo unspecified),2,-2,7,-1,2,4,-25,6,5
CC(C)(C)C(=O)NC(=S)NNC(=O)c1ccc(-c2ccccc2)cc1,-7,4,5,9,-14,-6,0,3,11
NS(=O)(=O)c1ccc(CCNC(=O)COC(=O)CN2C(=O)C3CCCCC3C2=O)cc1 (stereo unspecified),4,11,2,25,2,1,3,1,3
CCC1/C(=N\O)CC(c2ccco2)NC1c1ccco1 (stereo unspecified),-5,1,-1,5,-3,-3,-2,6,6
Cc1ccc[n+](CC(=O)Nc2ccc([N+](=O)[O-])cc2)c1,4,10,6,1,91*,17,0,1,-2
COc1ccc(C2(O)CCN(Cc3nnnn3Cc3ccc(C)cc3)CC2)cc1,-1,9,5,-2,6,10,0,-2,8
Cn1c(=O)cc(OCC(=O)N2CCN(c3ccccc3F)CC2)c2ccccc21,-3,0,0,4,-12,-3,2,6,2
Brc1ccc(CSc2nnc(-c3ccco3)o2)cc1,-2,-5,27*,2,7,8,-6,4,1
NNC(=O)C(=O)Nc1ccc(O)cc1,-2,2,0,3,11,17,1,2,1
O=[N+]([O-])c1ccc(S(=O)(=O)NCC(c2cccnc2)N2CCOCC2)cc1 (stereo unspecified),-5,1,4,2,3,7,-2,1,9
CNS(=O)(=O)c1ccc(NC(=O)C2CC(=O)N(c3ccc(Cl)cc3)C2)cc1 (stereo unspecified),-1,-2,2,5,3,-1,-1,0,1
Cn1c(=O)n(C)c2cc(N3CCCCC3)c(NC(=O)c3cccc(Cl)c3)cc21,-2,0,0,-5,-1,20,-3,-13,-5
CN(C(=O)c1ccc(NC(=O)Cc2cccc(NC(=O)C3CCCN(C(=O)C4CCCC4)C3)c2)cc1)C1CCCC1 (stereo unspecified),-4,-3,1,1,.,11,4,-9,1
COc1ccc(Cl)cc1C(=O)NNC(=O)c1cccc([N+](=O)[O-])c1,-4,-4,2,-5,6,1,0,2,-3
Cc1ccc(Cl)cc1N1CCN(S(=O)(=O)N2CCCCC2)CC1,1,-1,4,-2,-1,16,-1,3,2
N/C(=N\OC(=O)CCCN1C(=O)c2ccccc2C1=O)c1ccc(Cl)cc1,0,10,14,-2,-1,-19,-5,-4,7
CCN(CC)CCNS(=O)(=O)c1ccc(OC)c(Br)c1,-5,-4,0,-4,3,-49,-3,4,5
Cc1cc(C(=O)N/N=C2\CC(=O)CC(C)(C)C2)c2ccccc2n1,3,0,1,2,6,2,-4,10,8
COc1ccc(OC)c(N(CC(=O)N2CCCC2)S(=O)(=O)c2ccc(C)cc2)c1,-2,-11,6,-6,6,-4,-3,2,6
COc1ccccc1NC(=O)N1CCCC1,-4,-4,3,-2,1,-2,-1,3,3
CCOCCCNC(=O)c1ccc2nc(-c3ccc(OC)c(OC)c3)c(-c3ccc(OC)c(OC)c3)nc2c1,-2,0,2,2,-20,-8,-2,0,3
COc1cccc(NC=C2C(=O)OC3(CCCCC3)OC2=O)c1,-8,2,5,3,-1,5,-2,0,13
O=C(Nc1ccncc1)c1ccc(NS(=O)(=O)c2ccc3[nH]c(=O)[nH]c3c2)cc1,-4,-9,-5,1,-51,13,-4,1,3
COc1c2c(nc3occc13)C(CC=C(C)C)(OC)C(O)CC2 (stereo unspecified),-3,6,-3,3,4,1,6,1,0
CCOc1ccccc1NC(=O)c1cnc2n(c1=O)CCS2,3,10,2,6,-1,4,0,7,6
O=c1[nH]c2cc3c(cc2cc1CN(Cc1cccnc1)Cc1nnnn1Cc1ccco1)OCCO3,-5,3,3,-5,17,18,-8,9,2
CCOC(=O)CSc1n[nH]c(NC(=O)NC(C)C)n1,0,10,0,8,6,3,2,1,7
COc1ccc(/C=C2\CCCc3c2nc2ccc(C)cc2c3C(=O)O)cc1O,1,2,10,-5,4,-8,-2,-5,5
CN(CC(=O)Nc1ccc(C(N)=O)cc1)CC(=O)Nc1ccccc1Cl,2,-3,0,5,2,-11,-3,3,1
# Next section
SMILES,PAD4 inh,PAFAH2 FP inh,PAFAH1B2 FP inh,LYPLA2 counter,GSTO1 counter,PREPL inh,LYPLA1 inh,pPAFAH FP inh,PAFAH1B3 FP inh
COCc1cc(C)nc(SCC(=O)N2CCC(C)CC2)c1C#N,0,6,1,8,4,8,2,9,4
Cc1ccc(S(=O)(=O)N(CC(=O)NCc2cccnc2)c2ccc(F)cc2)cc1,1,0,-4,3,1,-2,1,2,3
Cc1noc(C)c1NC(=O)N(C)C[C@H]1Oc2c(NC(=O)NC(C)C)cccc2C(=O)N([C@H](C)CO)C[C@@H]1C,6,2,5,.,.,6,.,4,13
COc1ccc(Oc2ccc(-c3ccn[nH]3)cc2)cc1,2,1,4,4,8,0,1,16,8
COc1ccc(-n2nc(C(=O)NCC(=O)NCc3cccc(F)c3)c3ccccc3c2=O)cc1Cl,2,-22,1,-71,0,-7,-30,-3,-2
CCCc1c(-c2ccc(O)cc2)nn(-c2ccc(O)cc2)c1-c1ccc(O)cc1,0,1,5,-17,0,0,-12,33*,11
COc1ccccc1N(CC(=O)N(c1ccccc1)C(C)C)S(=O)(=O)c1cccs1,-2,3,12,1,-8,-3,-1,4,1
Cc1c(NS(=O)(=O)c2ccc3c(c2)CCN3C(=O)C2CC2)c(=O)n(-c2ccccc2)n1C,-6,0,2,3,1,-8,-1,3,1
O=C(/C=C/c1ccco1)NC(=S)Nc1ccc(N2CCOCC2)c(Cl)c1,-2,8,5,7,-3,6,-2,6,4
COc1ccc(CNC(=O)C2COc3ccccc3O2)cc1 (stereo unspecified),-2,4,9,11,-3,-4,0,-2,16
CCCC(=O)Nc1ccc(Cl)c(NC(=S)NC(=O)c2cc3ccccc3o2)c1,0,-18,-11,-4,7,-2,-2,1,-17
O=C(NCC1CCCO1)c1ccc2c(=O)n(Cc3cccc(Br)c3)c(=S)[nH]c2c1 (stereo unspecified),-8,-10,1,0,-2,-21,-3,0,-7
Fc1ccccc1CN1CCN(c2ncccn2)CC1,0,-1,5,2,2,-4,0,3,0
COC(=O)c1c(-c2ccc(OC)cc2)oc2ccc(-c3cc(OC)c(OC)c(OC)c3)cc12,-1,-8,2,0,-8,6,-3,10,-1
COc1cccc(NC(=O)c2ccccc2-c2ccccc2)c1,-5,2,6,-3,11,-7,3,-2,-1
Cc1ccc2cc(C=O)c(N3CCOCC3)nc2c1C,-3,0,3,-3,7,11,-2,10,6
C/C=C1\COC(C(=O)NCCCN2CCCC2=O)(C(F)(F)F)C=C1C=C(C)C (stereo unspecified),3,6,10,2,-1,2,0,5,1
CN(C)c1ccc(C(=S)N2CCCC2)cc1Br,-7,2,3,6,-1,21,-1,9,3
COc1ccc(C)cc1Nc1n[n+](-c2ccccc2)c(-c2cc([N+](=O)[O-])cc(OC)c2O)s1,1,-14,-12,1,0,7,-2,8,-20
Cc1ccc(C2(C)NC(=O)N(CC(=O)NCCC3=CCCCC3)C2=O)cc1 (stereo unspecified),3,2,5,3,23,1,2,3,16
COc1ccc(C(=O)N/N=C/c2cc3ccccc3[nH]c2=S)cc1,1,43*,12,-6,21,7,-2,10,17
O=[n+]1c2c(n([O-])c3ccccc31)CCCC2,1,-5,2,-2,4,9,-2,2,4
O=C/C=C/c1c(-c2ccccc2)cc2oc3ccccc3cc1-2,-8,17,3,-6,31,10,2,23,7
CCCCCc1ccc(-c2ccc(OCC)cc2)nc1,0,1,0,6,4,2,3,6,-3
Cc1cccc(NC(=O)CSCC(=O)N(CCC(C)C)c2c(N)n(Cc3ccccc3)c(=O)[nH]c2=O)c1,-1,2,7,6,-2,13,-1,3,7
